# CRFBP-R2 agonist: CRF-BP/CRF-R2 complex agonism; activation, % at 13.2 µM; HEK293 CRF-R2/CRF-BP, calcium dye fluorescence (FLIPR); percent of saturating CRF peptide response; AID 588473; 0.46% of 350,000 active;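 active means activation of at least 50%, plus an integration ratio under a set limit after plate pattern correction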;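 further: plate controls were neutral control wells without compound for no effect and CRF at EC100 for full effect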
# IDE inh: inhibitors of human insulin-degrading enzyme in cells; P14735; HEK cells, FAbetaB cleavage, fluorescence polarization; inhibition, % at 5.59 µM; 0.41% of 320,000 active;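 active means percent inhibition above the average of all tested compounds plus 3 SD, set per screening campaign, cut at about 16% in these data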;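 further: IDE supplied by intact live HEK cells; FP after avidin binding of uncleaved biotin substrate so inhibition keeps polarization high; 0% = DMSO wells and 100% = 60 µM reference IDE inhibitor Ii1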
# IDE cell activ: IDE (human) activation, cell-based; P14735; activation, % at 5.96 µM; HEK cells, FAbeta-B cleavage, fluorescence polarization; 0% vehicle, 100% cell-free pure enzyme wells; 0.073% of 340,000 active;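 active means activation above the mean of all tested compounds plus 3 SD, set per screening campaign, cut at about 17% in these data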
# p-CIP stab down: compounds decreasing mouse p/CIP protein stability. Q05BA5. F442A p/CIP-EGFP cells, EGFP fluorescence, 16 h. decrease of EGFP signal, % at 10 µM. 0.01% of 290,000 active. AID 1984;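 active means EGFP signal decrease of at least 30% at 10 µM or well 3 SD below plate mean, unless failing retest; inactive means the rest, including hits failing retest or dose response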; further: some compounds called inactive have numbers as strong as hits; many of its hits are not listed in these tables
# GalR3 antag: human GalR3 antagonism | inhibition, % at 3 µM | HEK293 GalR3-CNG cAMP membrane potential fluorescence; galR3 body fused to GalR1 C-terminus | 0.44% of 360,000 active;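 active means inhibition above the screen-wide average plus 3 SD, cut at about 13% in these data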;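 further: forskolin and galanin both at EC90 stimulate the cells; cAMP rise reported by CNG channel membrane potential dye signal; 0% = forskolin plus galanin with DMSO and 100% = forskolin alone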
# PHOSPHO1 inh: inhibitors of human PHOSPHO1 phosphatase; Q8TCT1; recombinant PHOSPHO1, absorbance phosphatase assay; 1.1% of 290,000 active; inhibition, % at 13.3 µM; in the data active means inhibition above about 60%
# Target sequence (Q8TCT1 whole entry, looked up): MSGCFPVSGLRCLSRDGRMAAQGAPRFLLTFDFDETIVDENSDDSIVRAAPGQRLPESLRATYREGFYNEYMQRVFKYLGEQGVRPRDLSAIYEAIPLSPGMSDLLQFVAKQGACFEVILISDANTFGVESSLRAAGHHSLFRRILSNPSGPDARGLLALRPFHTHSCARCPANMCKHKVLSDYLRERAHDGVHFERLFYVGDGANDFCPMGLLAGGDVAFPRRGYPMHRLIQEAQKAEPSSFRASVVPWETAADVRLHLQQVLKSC
# CHRM4 PAM: potentiates acetylcholine response at human M4 receptor; activation, % at 3 µM; 0.4% of 360,000 active; P08173; CHO-K1 hM4/Gqi5, Fluo-8 calcium fluorescence, ACh EC20; 0% = ACh EC20, 100% = maximal ACh;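 active means activation above its plate's cutoff, the mean activation of sample wells plus 3 SD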; further: some results filed as inactive read as strong as hits
# MEKK3 PB1 HTS: raises or lowers MEK5 binding to the human MEKK3 PB1 domain; bead-based flow cytometry, Alexa488-MEK5 binding to MEKK3; actives lie on both sides; 0 = blocked by unlabeled MEK5, 100 = vehicle; AID 1529; Q99759; binding response (% of control), % at 10 µM; 1.4% of 290,000 active;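 active means binding response more than 3 SD above or below the average of its plate-row segment, actives on both sides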;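 further: Alexa488 bead fluorescence after subtracting the streptavidin-only scavenger bead signal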
# Target sequence (Q99759 whole entry, looked up, the tested form may be a part): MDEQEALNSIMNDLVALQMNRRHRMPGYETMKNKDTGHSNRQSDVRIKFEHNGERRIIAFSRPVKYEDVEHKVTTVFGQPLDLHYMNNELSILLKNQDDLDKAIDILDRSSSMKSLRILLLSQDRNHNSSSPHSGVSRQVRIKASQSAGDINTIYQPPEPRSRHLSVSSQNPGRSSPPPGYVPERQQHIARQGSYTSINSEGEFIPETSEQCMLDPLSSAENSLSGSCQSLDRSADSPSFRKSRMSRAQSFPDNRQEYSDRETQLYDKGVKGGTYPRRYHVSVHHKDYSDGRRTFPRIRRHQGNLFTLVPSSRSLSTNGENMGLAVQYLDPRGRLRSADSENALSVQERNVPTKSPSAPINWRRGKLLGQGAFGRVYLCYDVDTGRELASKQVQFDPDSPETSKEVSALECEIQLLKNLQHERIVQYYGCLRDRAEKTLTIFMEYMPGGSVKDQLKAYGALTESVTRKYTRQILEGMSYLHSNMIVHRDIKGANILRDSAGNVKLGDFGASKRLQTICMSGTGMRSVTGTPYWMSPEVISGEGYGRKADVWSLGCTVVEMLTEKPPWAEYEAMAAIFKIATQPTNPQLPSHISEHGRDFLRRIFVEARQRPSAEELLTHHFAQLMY
# CRFBP-R2 block: blocks CRF-induced signaling of the CRF-BP/CRF-R2 complex; HEK293 CRF-R2/CRF-BP, CRF-induced calcium fluorescence; inhibition, % at 11.8 µM; 0.59% of 350,000 active;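 active means inhibition of the ligand-induced calcium signal above about 50% at the single tested concentration, limit read from the data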
# Active calls of the source: *; x = not tested or not shown. Hits appear at their usual frequency; 4.2% or so of the library scored in one or more.
IDE cell activ,MEKK3 PB1 HTS,CRFBP-R2 agonist,IDE inh,GalR3 antag,CRFBP-R2 block,PHOSPHO1 inh,CHRM4 PAM,p-CIP stab down,molecule
0,97,-0.5,1,-2,-17,43,-1,-8,COc1cc(OC)cc(C(=O)OCc2ccc([N+](=O)[O-])cc2)c1
0,106,3.3,4,0,23,16,4,-12,Cc1csc(SCC(=O)Nc2sc3c(c2C#N)CCC3)n1
5,97,-0.1,-2,-3,-18,9,0,-22,O=[N+]([O-])c1nn(-c2ccc3c(c2)OCCO3)n(O)c1=NC1CCCCCC1
-2,x,-0.1,3,-7,-3,x,10,x,Cc1ccc(C(=O)NC(C)c2ccc(C)c(C)c2)s1 (stereo unspecified)
6,102,11,12,-5,-26,-14,-6,-18,COC(=O)CCC(=O)Nc1cccc(C(=O)Nc2cccc(Cl)c2)c1
2,103,0.5,-2,-3,-51,18,3,-4,CCc1ccc(CN2CCC(n3nccc3NC(=O)c3ccccc3Cl)CC2)cc1
-3,97,0.7,3,0,-12,33,6,4,CS(=O)(=O)Nc1cccc(C2=NN(C(=O)c3ccco3)C(c3ccco3)C2)c1 (stereo unspecified)
3,101,-2.1,-4,-3,-1,38,10,3,Cc1ccc(S(=O)(=O)CC(=O)N2CCN(c3ccccc3F)CC2)cc1

# Going on with the list.
IDE cell activ,MEKK3 PB1 HTS,CRFBP-R2 agonist,IDE inh,GalR3 antag,CRFBP-R2 block,PHOSPHO1 inh,CHRM4 PAM,p-CIP stab down,molecule
-25,100,0.2,20*,-7,-12,7,-13,-12,Cc1cc([N+](=O)[O-])cc(C)c1OCC(=O)N/N=C/c1ccc(OC(=O)c2ccccc2)cc1
0,102,-1.1,-5,-11,25,23,-4,-3,Cc1ccc(S(=O)(=O)Nc2ccncc2)c(C)c1
4,102,0.2,-2,3,7,-2,0,-1,Cc1nc2sc(C(c3ccccc3)N3CCOCC3)c(O)n2n1 (stereo unspecified)
0,89,26,-1,-2,-59,-6,0,-7,O=C(N/N=C/c1ccccn1)c1cc(-c2cccc3ccccc23)n[nH]1
-2,x,-1.0,1,2,-1,-5,5,-18,COc1ccc(CCn2nnnc2C(CC(C)C)N2CCN(c3ncccn3)CC2)cc1OC (stereo unspecified)
-2,99,0.5,3,-7,-6,22,6,-10,Cc1ccc(NC(=O)CCS(=O)(=O)c2cccc3nonc23)c(Br)c1
5,104,0.0,-1,-4,6,46,1,-2,COc1cc(NC(=O)c2ccccc2)c(OC)cc1NC(=O)Cc1ccc(F)cc1
2,103,-1.6,0,-6,9,20,3,-5,CC(=O)c1nc2ccccc2n1Cc1ccccc1

# Some of these compounds in order of their number in CRFBP-R2 block, ascending.
IDE cell activ,MEKK3 PB1 HTS,CRFBP-R2 agonist,IDE inh,GalR3 antag,CRFBP-R2 block,PHOSPHO1 inh,CHRM4 PAM,p-CIP stab down,molecule
-25,100,0.2,20*,-7,-12,7,-13,-12,Cc1cc([N+](=O)[O-])cc(C)c1OCC(=O)N/N=C/c1ccc(OC(=O)c2ccccc2)cc1
5,104,0.0,-1,-4,6,46,1,-2,COc1cc(NC(=O)c2ccccc2)c(OC)cc1NC(=O)Cc1ccc(F)cc1
0,102,-1.1,-5,-11,25,23,-4,-3,Cc1ccc(S(=O)(=O)Nc2ccncc2)c(C)c1

# Other records follow:
IDE cell activ,MEKK3 PB1 HTS,CRFBP-R2 agonist,IDE inh,GalR3 antag,CRFBP-R2 block,PHOSPHO1 inh,CHRM4 PAM,p-CIP stab down,molecule
3,94,-0.6,1,-2,16,50,-6,-8,Cc1ccc(S(=O)(=O)N2CCN(Cc3ccsc3)CC2)cc1
0,98,2.0,-4,x,13,-7,10,-1,COCCn1c(SCC(=O)c2c[nH]c3ccccc23)nnc1-c1ccncc1
4,x,-1.3,0,0,-11,x,7,x,CCOC(=O)[C@H]1[C@H]2COc3ccc(Br)cc3[C@@H]2N2C(=O)CN(Cc3ccc(C)cc3)C(=O)[C@@]12C
-2,101,-0.9,11,-5,-5,17,3,-6,COc1ccc(OCC(=O)Nc2ccc3c(c2)nc(CCn2ccccc2=O)n3C)cc1
-1,101,-0.1,1,1,-8,-16,-1,-5,CC/C(=N\NC(=S)NC(C)C)c1ccc(OC(F)F)cc1
2,100,0.6,4,-7,1,3,6,-11,CC(C)CCNC(=O)C(C)N(C(=O)Cn1nnc(-c2ccc(F)cc2)n1)C1CCCC1 (stereo unspecified)
4,99,1.4,4,-3,2,20,11,-10,Cc1ccc(C)c(CN2C(=O)C3CCCN3c3ccc(C#N)cc32)c1 (stereo unspecified)
9,111,0.8,0,-1,-3,11,-7,-6,CC1CC(C)CN(CCCNC(=O)c2cn(C)c3ccc(S(=O)(=O)N4CCCC4)cc3c2=O)C1 (stereo unspecified)

# 3 compounds from above, ordered by length of the SMILES, ascending:
IDE cell activ,MEKK3 PB1 HTS,CRFBP-R2 agonist,IDE inh,GalR3 antag,CRFBP-R2 block,PHOSPHO1 inh,CHRM4 PAM,p-CIP stab down,molecule
3,94,-0.6,1,-2,16,50,-6,-8,Cc1ccc(S(=O)(=O)N2CCN(Cc3ccsc3)CC2)cc1
4,99,1.4,4,-3,2,20,11,-10,Cc1ccc(C)c(CN2C(=O)C3CCCN3c3ccc(C#N)cc32)c1 (stereo unspecified)
-2,101,-0.9,11,-5,-5,17,3,-6,COc1ccc(OCC(=O)Nc2ccc3c(c2)nc(CCn2ccccc2=O)n3C)cc1

# (further entries)
IDE cell activ,MEKK3 PB1 HTS,CRFBP-R2 agonist,IDE inh,GalR3 antag,CRFBP-R2 block,PHOSPHO1 inh,CHRM4 PAM,p-CIP stab down,molecule
2,x,-0.1,x,-5,23,x,-10,x,CC1CC(C)CN(C(=O)c2cccc(S(=O)(=O)N3c4ccccc4CC3C)c2)C1 (stereo unspecified)
-2,106,-0.8,1,-4,3,16,11,1,O=C(Nc1ccncc1)Nc1ccccn1
-13,102,4.1,0,-5,-7,23,7,-4,Cn1nc(C(F)(F)F)c2cc(C(=O)Nc3ccc(F)c(Cl)c3)sc21
5,107,1.2,6,-1,-9,-23,-8,-6,CCOC(=O)N1CCN(S(=O)(=O)c2ccc(C(=O)N(CCN(CC)CC)c3nc4ccc(C)cc4s3)cc2)CC1
-1,104,-2.6,x,-11,2,31,3,-6,O=C(CSc1nnc(-c2cccc(F)c2)o1)NC1CCCC1
5,104,1.7,1,-4,-9,41,0,-30,CCc1ccc2oc(C(=O)NCC(c3ccc(OC)cc3)N3CCCCC3)c(C)c2c1 (stereo unspecified)
1,94,1.2,5,-4,-8,12,2,1,Cc1c(C(=O)NC(Cc2ccccc2)c2nc3ccccc3[nH]2)cccc1[N+](=O)[O-] (stereo unspecified)
x,105,1.3,1,-1,8,30,x,-8,CN(C(=O)Cn1nnc(-c2cccnc2)n1)C1CCCCC1

# Continued.
IDE cell activ,MEKK3 PB1 HTS,CRFBP-R2 agonist,IDE inh,GalR3 antag,CRFBP-R2 block,PHOSPHO1 inh,CHRM4 PAM,p-CIP stab down,molecule
2,101,-2.1,1,-8,-8,18,1,5,CCc1ccc(NC(=O)CCS(=O)(=O)c2ccc(Br)cc2)cc1
0,99,-0.4,1,-6,-32,34,0,-7,CCc1ccc(OCC(=O)Nc2nnc(C3CCCC3)s2)cc1
5,95,-2.4,-3,3,18,-19,8,-11,O=C(NNC(=S)Nc1ccc(Cl)cc1)c1cccs1
-1,99,-0.8,2,-5,-8,31,-2,2,C=CCNC(=O)N1CCC(CO)(Cc2ccc(Cl)cc2)CC1
4,100,-0.3,x,-3,14,-4,-7,0,Fc1ccccc1CNC(=S)NC1CCCCC1
1,100,-1.1,x,x,4,-4,-1,-1,COc1ccc(Cl)cc1NC(=S)NCCc1ccc(F)cc1
4,108,1.2,0,-4,-23,8,2,-20,Nc1nc(CN2CCN(c3ccccc3F)CC2)nc(N2CCCc3ccccc32)n1
1,96,0.2,7,-10,-31,-1,2,2,CCCc1nc2c([nH]1)c(=O)n(C)c(=O)n2C

# Following part:
IDE cell activ,MEKK3 PB1 HTS,CRFBP-R2 agonist,IDE inh,GalR3 antag,CRFBP-R2 block,PHOSPHO1 inh,CHRM4 PAM,p-CIP stab down,molecule
-1,x,-1.6,-1,-2,-5,x,-3,x,Cc1cc(NC(=O)CN2C(=O)NC(C)(c3ccccc3Cl)C2=O)no1 (stereo unspecified)
0,90,-2.3,-1,-3,-5,-1,0,-2,O=C(NNc1cc(Cl)ccc1Cl)C1CCC1
x,x,0.8,x,6,-19,x,7,x,CC(=O)N1N=C(N)SC1c1ccc(Cl)c(Cl)c1 (stereo unspecified)
-3,112,2.6,4,x,-31,9,-4,-7,O=C(Cn1c2c(c(-c3ccccc3)cc1=O)CCCC2)N1CCCCCC1
1,99,-1.6,6,3,7,4,-3,-5,COCCNC(=O)CSc1nc2ccccc2c(=O)n1CCC(=O)N1CCN(c2ccccc2)CC1
-4,104,-2.7,2,-4,3,12,20,4,COC(=O)CSc1nc2c(c(=O)n(C)c(=O)n2C)n1CCCc1ccccc1
2,104,-1.4,-2,2,4,22,8,-4,O=C(NCc1ccc(Cl)s1)C1CCC(=O)N(CCc2cccc(F)c2)C1 (stereo unspecified)
0,109,x,0,-5,x,14,-11,-15,CC(C)/C=C/CN1CCC(Oc2ccc(C(=O)N3CCCC3)cc2)CC1

# Going on with the list.
IDE cell activ,MEKK3 PB1 HTS,CRFBP-R2 agonist,IDE inh,GalR3 antag,CRFBP-R2 block,PHOSPHO1 inh,CHRM4 PAM,p-CIP stab down,molecule
-1,x,-1.6,-1,-5,-6,x,-4,x,COc1ccc(CNC(=O)COC(=O)c2ccc(S(=O)(=O)N3CCOCC3)cc2)cc1
5,x,-1.2,x,-7,9,x,6,x,O=C(Cc1ccc(F)cc1)N[C@@H]1c2ccccc2CC[C@@H]1OCc1ccccc1
-1,98,-0.1,1,-6,-3,44,11,12,COc1ccc(C(=O)NCc2cc(C)nc3ccccc23)cc1
6,95,1.1,4,-2,1,16,4,-2,CC(=O)N1CC23C=CC(CC2CC12CCCCCC2)O3 (stereo unspecified)
-1,105,0.8,-6,-3,-3,-14,-1,-4,CN(C)/C=N/c1c(C#N)cnn1-c1nc2ccccc2s1
5,106,-0.7,-1,-1,-18,11,3,-10,O=c1c2nnn(-c3cccc(F)c3)c2ncn1Cc1ccccn1
-29,100,119*,24*,-5,-41,-61,3,-52,OCC[n+]1ccc(/C=C/c2c[nH]c3ccccc23)cc1
5,116,0.5,-4,2,2,20,3,-8,Cc1ccc2[nH]c(=O)c3cc(C(=O)N(C)c4ccccc4C)sc3c2c1

# Individual results from the results shown:
# Under CRFBP-R2 block, `COc1ccc(CNC(=O)COC(=O)c2ccc(S(=O)(=O)N3CCOCC3)cc2)cc1` shows -6
# Under CRFBP-R2 block, `O=c1c2nnn(-c3cccc(F)c3)c2ncn1Cc1ccccn1` shows -18
# Under CRFBP-R2 block, `OCC[n+]1ccc(/C=C/c2c[nH]c3ccccc23)cc1` shows -41
# Under GalR3 antag, `CC(=O)N1CC23C=CC(CC2CC12CCCCCC2)O3` (stereo unspecified) shows -2
# Under CRFBP-R2 agonist, `COc1ccc(C(=O)NCc2cc(C)nc3ccccc23)cc1` shows -0.1

# Bioassay records from PubChem BioAssay.
